XiGFP reactiv – activators of inactive X chromosome reactivation, primary screen, imaging, XiGFP fibroblasts, GFP high-content imaging, set 2. activation, % at 7.58 µM. XiGFP mouse fibroblasts, % GFP-positive cells imaging, 3 d; cells co-treated with 5-aza-dC sensitizer; scaled so ellipticine positive control = 100%. 360,000 compounds, 0.055% hits;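 active means mean normalized replicate activation at least 10% and every replicate at or above 10%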;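 further: 0% = median of on-plate neutral control wells and 100% = ellipticine 6 µM median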
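Material: SV40-immortalized XiGFP fibroblast cells, line 68-5-11 | Buffer or medium: DMEM containing 5-aza-dC | Dosing: One concentration, pinned | Times: 3 d treatment, 15 min room-temperature fixation | Controls: Ellipticine 6 µM positive control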
INS-1E GSIS act – GLuc luminescence reporter in INS-1E cells, primary screen for activators of glucose-dependent secretion of insulin. INS-1E GLuc reporter insulin secretion, 2-3 h. activation, % at 16.6 µM. 370,000 compounds, 0.61% hits;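 active means lowest replicate activation of at least 40%, so every replicate reaches that level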;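 further: 0% = median of neutral control wells and 100% = median of IBMX positive control wells; some compounds called inactive have numbers as strong as hits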
PAX8 reporter – inhibitors of PAX8-driven TPO luciferase reporter, primary screen, RMG-I cells, single concentration; SteadyGlo, 24 h; inhibition, % at 12.6 µM; 360,000 compounds, 1.2% hits;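 active means mean replicate inhibition at least 60% with every replicate also reaching 60%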;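 further: luciferase light reporting Pax8 driven TPO promoter activity; plate controls were median of neutral control wells for no effect and mitoxantrone controls for full effect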
EWS-Fli inh – EWS/Fli-driven NR0B1 reporter inhibitors, primary screen, A673 cells, NR0B1 luciferase, luminescence, MLPCN library; viability-normalised; inhibition, % at 12.6 µM; 350,000 compounds, 0.67% hits; AID 651661, 2012;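 active means mean inhibition of at least 50% after viability correction, with every replicate also passing that limit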;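 further: firefly luciferase signal divided by Alamar Blue viability fluorescence both relative to DMSO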
ERp5 inh – inhibitors of ERp5-driven insulin aggregation, primary screen, biochemical, turbidity, absorbance 650 nm, single point. Protein disulfide-isomerase A6 (Homo sapiens), Q15084. 90 min. inhibition, % at 9.99 µM. 350,000 compounds, 0.05% hits. AID 651711, 2012;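 active means mean replicate inhibition above about 25%, with every replicate also reaching it, limit read from the data, passing the limit was not always enough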
Target sequence (Q15084 whole entry, looked up): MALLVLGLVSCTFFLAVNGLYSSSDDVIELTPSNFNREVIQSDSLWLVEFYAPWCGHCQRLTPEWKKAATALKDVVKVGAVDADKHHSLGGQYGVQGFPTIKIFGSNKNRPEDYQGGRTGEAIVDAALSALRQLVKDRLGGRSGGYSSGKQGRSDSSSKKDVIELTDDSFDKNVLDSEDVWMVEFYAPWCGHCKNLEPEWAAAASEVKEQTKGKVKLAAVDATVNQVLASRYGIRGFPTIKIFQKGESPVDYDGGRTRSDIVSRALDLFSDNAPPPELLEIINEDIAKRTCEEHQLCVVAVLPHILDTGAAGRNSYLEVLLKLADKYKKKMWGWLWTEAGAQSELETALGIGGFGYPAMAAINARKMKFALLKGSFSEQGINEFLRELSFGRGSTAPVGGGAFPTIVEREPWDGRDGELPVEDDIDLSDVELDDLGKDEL
DENV2 CPE – inhibitors of DENV2 cytopathic effect, primary screen, cell-based, plate reader, single concentration | DENV2-infected cells, cytopathic effect rescue | CPE inhibition, % at 9.99 µM | 350,000 compounds, 1.7% hits | AID 651640, 2012; in the data active means CPE inhibition above about 20%, passing the limit was not always enough; tested in BHK-21 cells;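 further: 0% = median of neutral control wells and 100% = median of positive control wells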
ARNT TACC3 PPI – disruptors of ARNT/TACC3 protein interaction, primary screen, biochemical, AlphaScreen, single concentration; AID 623870, 2012; Transforming acidic coiled-coil-containing protein 3 (Homo sapiens), Q9Y6A5; AlphaScreen His-ARNT PAS-B/GST-TACC3 binding, luminescence; TACC3 fragment carries E629A point mutation; 390,000 compounds, 0.66% hits; inhibition, % at 9.99 µM;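 active means mean inhibition of replicates at least 50% and at least half of replicates each reaching 50%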;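 further: 0% = complete ARNT plus TACC3 wells and 100% = ARNT alone without TACC3; many hits fall short of the cut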
CFTR F508del cor – F508del CFTR correction, initial screen, CFBE line, single point; 350,000 compounds, 0.36% hits; activity (quench increase), % at 7.58 µM; AID 720511, 2013; CFBE cells, YFP halide quenching; stimulated with forskolin plus potentiator P3; % fluorescence drop versus neutral controls;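 active means mean added fluorescence quench of at least 8% versus neutral control, with both replicates also reaching 8%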;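 further: cells transiently co-express mutant CFTR-F508del with the halide-sensitive YFP; corrector assay measuring rescue of mutant channel to the surface after 24 h compound exposure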
Starred values were filed as active, the others as inactive.

O=C1Cc2cc(NS(=O)(=O)c3ccc(F)cc3)cc3c2N1CCC3 was read as XiGFP reactiv -0.1, INS-1E GSIS act 20, PAX8 reporter -2, EWS-Fli inh 7, ERp5 inh -4, DENV2 CPE 7, ARNT TACC3 PPI 2 and CFTR F508del cor 0.8.
COc1ccc(/C=N/NC(=O)c2ccc(Cl)cc2Cl)cc1COC(C)=O was read as XiGFP reactiv 0.0, INS-1E GSIS act -5, PAX8 reporter -1, EWS-Fli inh 7, ERp5 inh 3, DENV2 CPE 4 and ARNT TACC3 PPI -1.
O=C(CN(Cc1cccs1)C(=O)CNS(=O)(=O)c1ccc(F)cc1)NCC1CCCO1 (stereo not drawn) was read as XiGFP reactiv 0.1, INS-1E GSIS act 14, PAX8 reporter 0, EWS-Fli inh 7, ERp5 inh 3, DENV2 CPE 2, ARNT TACC3 PPI -2 and CFTR F508del cor 0.4.
Screening C[C@@H]1CN([C@@H](C)CO)C(=O)c2cccc(NC(=O)c3cnccn3)c2O[C@H]1CN(C)Cc1ccc(C(F)(F)F)cc1 returned XiGFP reactiv -0.1, INS-1E GSIS act -12, PAX8 reporter 19, EWS-Fli inh -8, ERp5 inh 0, DENV2 CPE 16, ARNT TACC3 PPI 2 and CFTR F508del cor 1.7.
`O=C1CSC(=Nc2cccc(Cl)c2Cl)N1` gave XiGFP reactiv 0.0, INS-1E GSIS act -1, PAX8 reporter -2, EWS-Fli inh -29, ERp5 inh 8, DENV2 CPE 1, ARNT TACC3 PPI 0 and CFTR F508del cor -3.1.
CC(=O)Nc1ccc(-c2csc(NC(=O)Nc3ccccc3)n2)cc1 was read as XiGFP reactiv 0.0, INS-1E GSIS act -2, PAX8 reporter 60, EWS-Fli inh 33, ERp5 inh 4, ARNT TACC3 PPI -39 and CFTR F508del cor 3.8.
COc1cc2c(cc1OC)[C@@H](NC(=O)C(C)C)[C@H](O)C2 was read as XiGFP reactiv -0.1, INS-1E GSIS act 10, PAX8 reporter 0, EWS-Fli inh 0, ERp5 inh -2, DENV2 CPE -8 and CFTR F508del cor -2.8.
For COc1cccc(-c2cc(NC=O)c3ncc(-c4ccc(OC)c(OC)c4)n3c2)c1 the results were XiGFP reactiv -0.1, INS-1E GSIS act -19, PAX8 reporter 17, EWS-Fli inh 26, ERp5 inh 1, DENV2 CPE -2 and CFTR F508del cor 0.9.
Screening C[C@H](CO)N1C[C@H](C)[C@H](CN(C)Cc2ccc(C(=O)O)cc2)OCc2cnnn2CCCC1=O returned XiGFP reactiv -0.3, INS-1E GSIS act -14, PAX8 reporter -17, EWS-Fli inh -9, ERp5 inh -4, DENV2 CPE 10 and CFTR F508del cor 0.6.
`Nc1[nH]c(C(=O)c2ccc(Br)cc2)c(-c2ccccn2)c1C(=O)NCCc1c[nH]c2ccccc12` gave XiGFP reactiv 0.6, PAX8 reporter -7, EWS-Fli inh 4, ERp5 inh 0, DENV2 CPE -11 and CFTR F508del cor -0.8.
`CC(C)(C)NC(=O)COC(=O)c1ccccc1C(=O)c1ccccc1` gave XiGFP reactiv 0.0, INS-1E GSIS act 5, PAX8 reporter 22, EWS-Fli inh 5, ERp5 inh -3, DENV2 CPE -1, ARNT TACC3 PPI -36 and CFTR F508del cor -1.3.
Cc1cc[n+](-c2[nH]c(=O)sc2/C=N/NC([S-])=Nc2ccccc2)cc1 was read as XiGFP reactiv 0.0, INS-1E GSIS act -13, PAX8 reporter -10, EWS-Fli inh -9, ERp5 inh -4, DENV2 CPE -2 and ARNT TACC3 PPI 7.
COc1cccc(NC(=O)Cn2c(CCC(=O)O)ccc2-c2cccs2)c1 was read as XiGFP reactiv 0.0, INS-1E GSIS act 8, PAX8 reporter 9, EWS-Fli inh 11, ERp5 inh -2, DENV2 CPE -9, ARNT TACC3 PPI 18 and CFTR F508del cor -2.0.
CCOC(=O)Cn1c(-c2ccccc2)cc(SC)c(C#N)c1=O was read as XiGFP reactiv 0.0, INS-1E GSIS act 16, PAX8 reporter 7, EWS-Fli inh -7, ERp5 inh -6, DENV2 CPE -4, ARNT TACC3 PPI -2 and CFTR F508del cor -1.1.
Screening CN(Cc1ccco1)C(=O)CSc1nc(C2CC2)n(-c2ccccc2)n1 returned XiGFP reactiv 0.2, INS-1E GSIS act 5, PAX8 reporter -2, EWS-Fli inh 7, ERp5 inh 3, DENV2 CPE 1, ARNT TACC3 PPI -4 and CFTR F508del cor -2.8.
For COc1ccc(NC(=O)Nc2ccc3c(c2)CC(=O)N([C@H](C)CO)C[C@@H](C)[C@H](CN(C)C(=O)Nc2c(C)noc2C)O3)cc1 the results were XiGFP reactiv -0.1, INS-1E GSIS act -2, PAX8 reporter 26, EWS-Fli inh 3, DENV2 CPE -4 and CFTR F508del cor -4.2.
Screening CCn1c(SCC(=O)Nc2ccccc2OC)nc(O)cc1=O returned XiGFP reactiv 0.1, INS-1E GSIS act -3, PAX8 reporter 19, EWS-Fli inh 12, ERp5 inh 1, DENV2 CPE 2, ARNT TACC3 PPI -2 and CFTR F508del cor -0.3.
Screening CC(C)NC(=O)N(C)C[C@H]1Oc2c(NC(=O)CCCCCC(=O)Nc3ccccc3N)cccc2C(=O)N([C@@H](C)CO)C[C@H]1C returned XiGFP reactiv 0.1, INS-1E GSIS act -13, PAX8 reporter 8, EWS-Fli inh 9, ERp5 inh -3, DENV2 CPE 2 and CFTR F508del cor -1.2.
`COc1cc2c(cc1OC)C(c1ccc([N+](=O)[O-])cc1)NC(=O)C2` (stereo not drawn) gave XiGFP reactiv 0.1, INS-1E GSIS act 35, PAX8 reporter 12, EWS-Fli inh 20, ERp5 inh -1, DENV2 CPE -7, ARNT TACC3 PPI -1 and CFTR F508del cor 3.2.
CCC(=O)N/N=C(\C)CC(=O)Nc1ccc(F)cc1 was read as XiGFP reactiv -0.1, INS-1E GSIS act -7, PAX8 reporter 0, EWS-Fli inh 1, ERp5 inh 3, DENV2 CPE -4, ARNT TACC3 PPI -9 and CFTR F508del cor -2.2.
Screening O=C(C[C@H]1CC[C@@H]2[C@H](COC[C@@H](O)CN2CC2CCOCC2)O1)NCc1ccc(Cl)cc1 returned XiGFP reactiv 0.2, INS-1E GSIS act 7, PAX8 reporter 1, EWS-Fli inh -2, ERp5 inh -1, DENV2 CPE -1, ARNT TACC3 PPI -3 and CFTR F508del cor -3.8.
`Cc1ccccc1-n1c(Cn2c(=O)sc3ccccc32)nnc1SC(C)C` gave XiGFP reactiv 0.1, INS-1E GSIS act -12, PAX8 reporter -1, EWS-Fli inh -10, ERp5 inh 1, DENV2 CPE -8, ARNT TACC3 PPI -1 and CFTR F508del cor -1.3.
COc1cccc(NC(=O)N[C@H]2CC[C@@H](CC(=O)NCc3ccccn3)O[C@H]2CO)c1 was read as XiGFP reactiv 0.2, INS-1E GSIS act 5, PAX8 reporter -3, EWS-Fli inh -5, ERp5 inh -3, DENV2 CPE 6 and CFTR F508del cor -2.6.
`COc1ccc(-n2c(=O)c3ccccc3c3ccccc3c2=O)c(OC)c1` gave XiGFP reactiv 0.0, PAX8 reporter 6, EWS-Fli inh 5, ERp5 inh 2, DENV2 CPE 4 and ARNT TACC3 PPI -4.
For CC(C)[C@H](NC(=O)c1cc2cc(Cl)ccc2n1C)C(=O)N[C@@H](C(=O)O)c1ccccc1 the results were XiGFP reactiv 0.1, INS-1E GSIS act 11, PAX8 reporter 6, EWS-Fli inh 8, ERp5 inh -2, DENV2 CPE -1, ARNT TACC3 PPI -2 and CFTR F508del cor -0.1.
For COc1ccc(C#Cc2ccc([C@@H]3[C@@H](CO)N4CCCCN(S(=O)(=O)c5cn(C)cn5)C[C@@H]34)cc2)cc1 the results were XiGFP reactiv 0.0, INS-1E GSIS act 7, PAX8 reporter 3, EWS-Fli inh 12, ERp5 inh -6, DENV2 CPE 10, ARNT TACC3 PPI 10 and CFTR F508del cor 2.9.
For CCOC(=O)N1CCC(Nc2c(Nc3ccc(C)c(C)c3)c(=O)c2=O)CC1 the results were EWS-Fli inh -11, ERp5 inh -4, DENV2 CPE -1, ARNT TACC3 PPI 0 and CFTR F508del cor 2.2.
`COc1ccc2c3c(n(C)c2c1)[C@H](CO)N(C(=O)CN(C)C)CC31CCN(Cc2cccnc2)CC1` gave XiGFP reactiv 0.2, INS-1E GSIS act 24, EWS-Fli inh -7, ERp5 inh 1, DENV2 CPE 16 and CFTR F508del cor -3.3.
`CN1CCN(C(=O)C[C@H]2CC[C@@H]3[C@H](COC[C@@H](O)CN3C(=O)Nc3ccc(Cl)cc3)O2)CC1` gave XiGFP reactiv 0.1, INS-1E GSIS act -3, PAX8 reporter -42, EWS-Fli inh -60, ERp5 inh 17, DENV2 CPE -6, ARNT TACC3 PPI 19 and CFTR F508del cor 4.8.
Screening CC(=O)c1ccc(OCC(C)C)c(CC(C(N)=O)C(N)=O)c1 returned INS-1E GSIS act 15, EWS-Fli inh 0, ERp5 inh -4, DENV2 CPE -6, ARNT TACC3 PPI -6 and CFTR F508del cor 4.1.
`CCCCN1C(=O)C(CC(=O)NCCCCc2ccccc2)CC(C(=O)N2CCCCCC2)=C1C` (stereo not drawn) gave XiGFP reactiv 0.0, INS-1E GSIS act -44, PAX8 reporter 16, EWS-Fli inh -5, ERp5 inh -3, DENV2 CPE 1 and CFTR F508del cor -1.2.
Screening Cc1nnc(NCc2n[nH]c(=O)c3ccccc23)c2ccccc12 returned INS-1E GSIS act -11, EWS-Fli inh 1, ERp5 inh -3, DENV2 CPE 1, ARNT TACC3 PPI -7 and CFTR F508del cor -1.2.
`COc1ccccc1CNC(=O)C[C@@H]1CC[C@@H]2[C@H](COc3ccc(NC(C)=O)cc3C(=O)N2C)O1` gave XiGFP reactiv 0.0, INS-1E GSIS act 8, PAX8 reporter -7, EWS-Fli inh -8, ARNT TACC3 PPI -8 and CFTR F508del cor -0.5.
For CCCCn1c(N)c(N(CCOC)C(=O)c2ccc(Cl)c(S(=O)(=O)N3CCCC3)c2)c(=O)[nH]c1=O the results were XiGFP reactiv 0.5, INS-1E GSIS act 8, PAX8 reporter 7, EWS-Fli inh 0, ERp5 inh 6, DENV2 CPE 2, ARNT TACC3 PPI 6 and CFTR F508del cor 2.9.
CCn1c(=O)c(C(=O)NCc2ccccc2OC)c(O)c2ccccc21 was read as XiGFP reactiv 0.2, INS-1E GSIS act 10, PAX8 reporter -9, EWS-Fli inh 4, ERp5 inh -8, DENV2 CPE 1, ARNT TACC3 PPI 1 and CFTR F508del cor 1.7.
Screening O=C(OCCc1cc2ccccc2c(=O)o1)c1ccc(F)cc1 returned XiGFP reactiv 0.0, INS-1E GSIS act 0, PAX8 reporter 1, EWS-Fli inh -5, ERp5 inh -2, DENV2 CPE 10, ARNT TACC3 PPI -2 and CFTR F508del cor 0.3.
`COC(=O)CNC(=O)CN1C(=O)NC2(CCCc3ccccc32)C1=O` (stereo not drawn) gave XiGFP reactiv 0.0, INS-1E GSIS act 1, PAX8 reporter 0, EWS-Fli inh 0, ERp5 inh -1, DENV2 CPE 5, ARNT TACC3 PPI -4 and CFTR F508del cor 0.6.

Pulled by structure from the list above:
CCn1c(=O)c(C(=O)NCc2ccccc2OC)c(O)c2ccccc21 was read as XiGFP reactiv 0.2, INS-1E GSIS act 10, PAX8 reporter -9, EWS-Fli inh 4, ERp5 inh -8, DENV2 CPE 1, ARNT TACC3 PPI 1 and CFTR F508del cor 1.7.
`Cc1ccccc1-n1c(Cn2c(=O)sc3ccccc32)nnc1SC(C)C` gave XiGFP reactiv 0.1, INS-1E GSIS act -12, PAX8 reporter -1, EWS-Fli inh -10, ERp5 inh 1, DENV2 CPE -8, ARNT TACC3 PPI -1 and CFTR F508del cor -1.3.
